# Source: PubChem BioAssay (several laboratories)
# XIAP antagonists: small molecules displacing peptide from XIAP – biochemical, IAP family, fluorescence polarization (AID 1018); displacement, % at 20 µM, or IC50 in µM where a hit was titrated; XIAP BIR domain, fluorescence polarization peptide displacement; higher % means a stronger effect; 0.007% of 200,000 active; in the data active = displacement above about 50%; note: a part of the inactive calls stands beside numbers as strong as those of hits
# PMI inhibition: human PMI inhibitors, high substrate, primary screen, biochemical, fluorescence intensity, high mannose 6-phosphate (AID 1220); 0.66% of 190,000 active; one-dose inhibition, % at 20 µM; IC50 in µM for titrated hits; recombinant PMI enzyme, coupled fluorescence intensity; higher % means a stronger effect
# SIAH1 antagonists: blockers of Siah-1 interaction with plectin peptide – biochemical, fluorescence polarization, rhodamine-plectin, uHTS, primary screen (AID 1817). Siah-1 / rhodamine-plectin peptide fluorescence polarization; higher % means a stronger effect. displacement, % at 20 µM; hits with a dose series show IC50 in µM. 0.02% of 290,000 active;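 active = displacement of at least 50% at 20 µM, with a fluorescence ratio check between 0.3 and a set limit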;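 note: plate controls were Siah plus tracer with DMSO for no effect and tracer alone without Siah for full effect; strong numbers were not always called active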
# RSV antiviral HEp-2: inhibition of RSV-induced cytopathic effect – HEp-2 cells, primary 10 µM value included (AID 2391) | CPE inhibition, % at 10 µM, or IC50 in µM where a hit was titrated | HEp-2 cells, RSV-induced CPE inhibition; higher % means a stronger effect | 0.13% of 310,000 active; in the data active = a potency from the dose series; inconclusive = CPE inhibition mostly from about 23% at the one dose, without a potency; inactive = the rest, 99 in 100 with CPE inhibition below about 21%; note: strong numbers were not always called active
# Myeloid diff MLP: promotes myeloid progenitor differentiation | ER-HoxA9 myeloid progenitors, lysozyme-GFP differentiation, flow cytometry | calls only at 10 µM | 1% of 360,000 active;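 active = normalized GFP-positive differentiation at or above the plate's own cutoff, the solvent-only control mean plus 3 SD; inconclusive = no clear call, values can overlap the other calls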;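 note: cells exposed to compound for four days before flow analysis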
# TNAP activation fold: stimulation of alkaline phosphatase TNAP activity – biochemical, luminescent, no phosphate acceptor, uHTS, primary screen (AID 1001); purified TNAP, luminescent activation assay, no phosphate acceptor; higher activation fold means a stronger effect; activation fold at 20 µM, or EC50 in µM where a hit was titrated; 0.03% of 200,000 active; in the data active = activation fold from about 3, or a potency from the dose series; inactive = the rest, 99 in 100 with activation fold below about 1.6; note: many of its hits are not listed in these tables
# WT yeast gro inh: growth inhibition of WT yeast, mitochondrial fusion screen. mitochondrial fusion phenotypic screen, WT strain. inhibition, % at 10 µM. 2.1% of 190,000 active; in the data active = inhibition above about 58%; tested in S. cerevisiae
# Salmonella PhoP GFP: PhoP-dependent GFP reporter repression – Salmonella Typhimurium, primary screen (AID 1863). S. Typhimurium PhoP-regulated promoter GFP reporter, 4 h; higher % means a stronger effect. one-dose inhibition, % at 50 µM; IC50 in µM for titrated hits. 0.16% of 300,000 active;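 active = inhibition over 29.93%, a cutoff 3 SD above the screen mean, later confirmed by dose response; inconclusive = inhibition over 29.93% but no dose response follow-up; inactive = inhibition at most 29.93% or unconfirmed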;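 note: 0% = low Mg2+ inducing control and 100% = high Mg2+ repressing control; strong numbers were not always called active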
# human PMI inhibition: inhibitors of human PMI, primary screen, biochemical, fluorescence intensity, coupled assay (AID 1209); one-dose inhibition, % at 20 µM; IC50 in µM for titrated hits; purified PMI enzyme, coupled fluorescence intensity; higher % means a stronger effect; 0.42% of 190,000 active;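 note: plate controls were DMSO vehicle for no effect and wells lacking substrate for full effect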
# WT yeast gro inh mutant strain: recorded beside WT yeast gro inh, whose call it bears; inhibition, %; mitochondrial fusion phenotypic screen, mutant strain inhibition
# Myeloid diff MLP GFP+ MAC1+ %: recorded beside Myeloid diff MLP, whose call it bears; GFP+ MAC1+ double positive, %; measured here: differentiation confirmed by MAC1 staining
# The depositor's hits bear a star; i = inactive; ? = inconclusive; nt = no result given. Cut-off read from the data, not from the text of the source, unless noted: active = inhibition above about 50%; inactive = the rest.
SMILES,XIAP antagonists,PMI inhibition,SIAH1 antagonists,RSV antiviral HEp-2,Myeloid diff MLP,Myeloid diff MLP GFP+ MAC1+ %,TNAP activation fold,WT yeast gro inh,WT yeast gro inh mutant strain,Salmonella PhoP GFP,human PMI inhibition
CC1CCN(C(=O)CCCC(=O)O)CC1,-3.8%,14%,19%,0.2%,i,0.2,1,-3,-19,1%,18%
O=C(Nc1cc(Oc2ccccc2)cc([N+](=O)[O-])c1)C12CC3CC(C1)CC(n1cnc(Cl)n1)(C3)C2,-2.3%,12%,-1%,11%,i,0.9,1,-8,-5,9%,21%
Cc1ccc(N(CC(N)=O)C2SC(=O)N(Cc3ccccc3)C2=O)cc1 (stereo not given),-0.5%,4%,1%,0.6%,i,2.7,1.1,-22,-18,-10%,10%
CCOc1ccc(CCNC(=O)C2CCN(S(=O)(=O)CC)CC2)cc1OCC,-0.9%,-7%,0%,0.6%,i,1.8,1.1,-2,-20,15%,-4%
O=C1ON=C(c2ccc([N+](=O)[O-])cc2)/C1=C/c1ccccc1O,nt,nt,6%,0.4%,i,0.2,nt,nt,nt,-2%,nt
Cc1ccc(Cn2c(C(=O)NCCCN3CCOCC3)cc3sccc32)cc1,-3.7%,2%,1%,-3.0%,i,1.8,1.1,2,11,-5%,2%
CCCCCCC#Cc1ccc2c(c1)COc1c3ccccc3nn1-2,nt,nt,3%,-0.8%,i,1.6,nt,nt,nt,-6%,nt
COc1ccc(C(=O)/C=C/c2ccc(OC3CSC3)cc2)cc1,-5.6%,6%,11%,11%,i,0.5,1.1,28,11,-11%,16%
CCOC(=O)N1CCC(NC(=O)C2CCCN(S(=O)(=O)c3cccc4nsnc34)C2)CC1 (stereo not given),-0.6%,4%,1%,0.2%,i,1.5,0.9,18,9,4%,-5%
O=CC1=C(c2ccccc2)Oc2ccccc2O1,nt,nt,0%,5.8%,i,0.1,nt,nt,nt,4%,nt
CC(O)[C@H]1CN=C(N)N1CCc1cc(C(F)(F)F)cc(C(F)(F)F)c1 (stereo not given in full),nt,nt,2%,0.0%,i,1.6,nt,nt,nt,8%,nt
Cc1cc(=O)[nH]c(N=N/C(=N/Nc2ccccc2C)c2ccccc2)n1,-4.7%,-79%,0%,-1.4%,i,3.0,0.7,23,25,-19%,-51%
CCN(C(=O)COC(=O)/C=C/c1c(C)nn(Cc2ccc(C)cc2)c1C)C1CCS(=O)(=O)C1 (stereo not given),-6.7%,0%,-2%,3.2%,i,0.1,1,-12,10,-4%,1%
COc1ccc(/C=C2\OC(=S)N(C)C2=O)cc1,-2.2%,-6%,-2%,0.7%,i,6.4,1.2,56,24,3%,4%
Cc1cc(C(F)(F)F)n2ncc(-c3cccc(Br)c3)c2n1,-2.2%,0%,-3%,8.5%,i,1.0,1.1,11,1,13%,1%
Cc1ccc(C(=O)NNc2nc3ccccc3nc2C(F)(F)F)cc1,-0.5%,3%,-4%,1.7%,i,0.4,0.9,0,-34,0%,1%
O=c1c2ccccc2c(=O)n(Cc2ccccc2)n1Cc1ccccc1,-6.0%,4%,-4%,?,i,0.4,1,-8,-3,20%,2%
CC(CCc1ccccc1)NC(=O)/C=C/c1ccc(F)cc1 (stereo not given),-8.1%,6%,-8%,-0.3%,nt,nt,1,19,22,-8%,3%
COc1ccccc1C(=O)Nc1ccnn1C1CCN(Cc2cn(C)c3ccccc23)CC1,nt,nt,4%,2.5%,?,nt,nt,nt,nt,6%,nt
O=C1COc2ccc(C(=O)COC(=O)c3sc4ccccc4c3Cl)cc2N1,-5.6%,-4%,17%,0.4%,i,0.5,1.1,3,-10,-1%,4%
C=CCn1c(CSc2nc3ccccc3s2)n[nH]c1=S,-1.9%,-2%,-2%,2.2%,i,1.1,0.9,5,0,-6%,-7%
COc1cc(OC)cc(-c2cc3nc(C)c(CCC(=O)Nc4nc(C)cs4)c(C)n3n2)c1,-6.4%,-5%,2%,1.6%,?,nt,1,-15,-10,5%,-9%
CN(C(=O)CC1C(=O)NCCN1Cc1ccc(F)cc1)C1CCOCC1 (stereo not given),nt,nt,-9%,0.0%,i,0.1,nt,nt,nt,-7%,nt
CCC(c1nnc(SCC(=O)Nc2c(F)cccc2F)n1Cc1ccccc1)N(C)C (stereo not given),nt,nt,1%,1.1%,i,1.1,nt,nt,nt,-3%,nt
O=C(c1ccc2ncsc2c1)N1CCN(c2nc3ccccc3s2)CC1,nt,nt,14%,1.6%,i,0.3,nt,nt,nt,-4%,nt
CCC(=O)n1nc(-c2ccc(OC)cc2)nc1NCc1cccs1,-3.1%,5%,6%,nt,i,1.0,0.8,5,12,7%,5%
CC(C)CC1=NC(C(F)(F)F)(C(F)(F)F)c2c(n(CC(C)C)c(=O)[nH]c2=O)N1,-8.8%,8%,4%,4.4%,i,0.9,1.2,-10,11,-12%,11%
CC(C)C[C@H](NC(=O)N1CCn2c1nc1ccccc12)C(=O)NCCc1ccccc1,nt,nt,10%,4.8%,i,4.8,nt,nt,nt,-14%,nt
CC(=O)Nc1ccc(S(=O)(=O)Nc2ccccc2C(=O)NCc2cccnc2)cc1,nt,nt,2%,2.5%,i,0.5,nt,nt,nt,3%,nt
COC(=O)c1cc(S(=O)(=O)NCc2cccs2)c[nH]1,nt,nt,-6%,-0.6%,i,7.0,nt,nt,nt,-1%,nt
CC1CCCC(C)N1CCCNC(=O)C(=O)Nc1ccc2nc3n(c(=O)c2c1)CCCCC3 (stereo not given),nt,nt,-3%,0.8%,i,4.6,nt,nt,nt,-7%,nt
COc1ccc(NC(=O)C(=O)NNC(=O)c2cccs2)cc1,-6.1%,13%,3%,2.2%,i,0.1,1.5,4,-3,-4%,22%
COc1ccc(-c2n[nH]c(=S)n2C2CCCCC2)cc1,-2.8%,2%,3%,-0.2%,i,1.1,1.1,-3,10,-11%,5%
COc1ccc(/C=N/Nc2nc(N3CCCC3)nc(N3CCCC3)n2)cc1,nt,0%,3%,1.4%,i,0.3,1.1,7,1,-8%,-5%
CCCCC1=CC2=CC(=O)C(C)(OC(=O)C3CCCC3)C(=O)C2=CO1 (stereo not given),nt,nt,10%,-0.6%,i,2.1,nt,nt,nt,-2%,nt
CCOc1ccc(CCNS(=O)(=O)c2c(C)n[nH]c2C)cc1OCC,-12%,13%,2%,1.1%,i,0.2,1,-21,-21,-5%,10%

# Three consecutive entries already listed:
SMILES,XIAP antagonists,PMI inhibition,SIAH1 antagonists,RSV antiviral HEp-2,Myeloid diff MLP,Myeloid diff MLP GFP+ MAC1+ %,TNAP activation fold,WT yeast gro inh,WT yeast gro inh mutant strain,Salmonella PhoP GFP,human PMI inhibition
O=C(c1ccc2ncsc2c1)N1CCN(c2nc3ccccc3s2)CC1,nt,nt,14%,1.6%,i,0.3,nt,nt,nt,-4%,nt
CCC(=O)n1nc(-c2ccc(OC)cc2)nc1NCc1cccs1,-3.1%,5%,6%,nt,i,1.0,0.8,5,12,7%,5%
CC(C)CC1=NC(C(F)(F)F)(C(F)(F)F)c2c(n(CC(C)C)c(=O)[nH]c2=O)N1,-8.8%,8%,4%,4.4%,i,0.9,1.2,-10,11,-12%,11%

# (further entries)
SMILES,XIAP antagonists,PMI inhibition,SIAH1 antagonists,RSV antiviral HEp-2,Myeloid diff MLP,Myeloid diff MLP GFP+ MAC1+ %,TNAP activation fold,WT yeast gro inh,WT yeast gro inh mutant strain,Salmonella PhoP GFP,human PMI inhibition
NC(=O)CCc1c[nH]c2ccccc12,-2.6%,-8%,-3%,0.4%,i,1.0,1.1,7,1,29%,0%
COc1ccccc1N(O)C1CC(=O)N(c2ccc(F)cc2)C1=O (stereo not given),-1.4%,28%,-3%,0.1%,i,7.1,1,-9,5,-7%,36%
CN1CCN(S(=O)(=O)c2cc([N+](=O)[O-])ccc2N/N=C/c2ccc(Cl)cc2)CC1,-2.3%,-8%,6%,1.8%,i,0.2,1.3,16,23,5%,3%
COC(=O)C1(C(F)(F)F)C2C=CC(C2)N1S(=O)(=O)c1ccc(C)cc1 (stereo not given),nt,nt,0%,0.9%,i,0.0,nt,nt,nt,5%,nt
Cn1c(/C=N/NC(=O)c2ccccc2Br)nc2ccccc21,-3.7%,6%,0%,5.1%,i,5.2,1,0,-14,2%,10%
O=C(CNC(=O)c1ccccc1Br)N/N=C\c1cc([N+](=O)[O-])cc(Br)c1O,nt,nt,8%,11%,i,3.3,nt,nt,nt,7%,nt
O=C(NCc1ccc2c(c1)OCO2)c1cc2c(s1)CS(=O)(=O)C2,0.2%,10%,2%,0.8%,i,4.0,1.1,10,0,-1%,14%
Cc1ccc(C(=O)N/C(=C\c2cccs2)c2nc3ccccc3[nH]2)cc1,-4.0%,58%*,-2%,1.7%,i,0.0,1.1,-11,0,11%,29%
COc1ccc(/C=C/C(=O)OC2CCCCC2CN(C)C)cc1 (stereo not given),nt,nt,-1%,-0.4%,i,0.1,nt,nt,nt,0%,nt
O=C(CCCn1cnc([N+](=O)[O-])n1)Nc1ccc(Cl)c(Cl)c1,-3.6%,19%,-1%,1.0%,i,1.1,1,-9,-8,-2%,0%
Cc1ccc(C(C(=O)NCCc2ccccc2)N(C(=O)c2csnn2)C2CC2)cc1 (stereo not given),nt,nt,-2%,-1.2%,i,0.5,nt,nt,nt,-4%,nt
CC1CCCC(NC(=O)c2nn(C)c3c2CS(=O)(=O)c2ccccc2-3)C1C (stereo not given),nt,nt,-1%,2.9%,i,2.2,nt,nt,nt,-10%,nt
C/C=C/C(=O)N1CC2(CC(c3cccc(NC(=O)CC)c3)=NO2)C[C@H]1C(N)=O (stereo not given in full),nt,nt,-7%,-0.8%,i,0.6,nt,nt,nt,2%,nt

# In the list so far, these contain two or more sulfur atoms:
SMILES,XIAP antagonists,PMI inhibition,SIAH1 antagonists,RSV antiviral HEp-2,Myeloid diff MLP,Myeloid diff MLP GFP+ MAC1+ %,TNAP activation fold,WT yeast gro inh,WT yeast gro inh mutant strain,Salmonella PhoP GFP,human PMI inhibition
CCOC(=O)N1CCC(NC(=O)C2CCCN(S(=O)(=O)c3cccc4nsnc34)C2)CC1 (stereo not given),-0.6%,4%,1%,0.2%,i,1.5,0.9,18,9,4%,-5%
C=CCn1c(CSc2nc3ccccc3s2)n[nH]c1=S,-1.9%,-2%,-2%,2.2%,i,1.1,0.9,5,0,-6%,-7%
O=C(c1ccc2ncsc2c1)N1CCN(c2nc3ccccc3s2)CC1,nt,nt,14%,1.6%,i,0.3,nt,nt,nt,-4%,nt
COC(=O)c1cc(S(=O)(=O)NCc2cccs2)c[nH]1,nt,nt,-6%,-0.6%,i,7.0,nt,nt,nt,-1%,nt
O=C(NCc1ccc2c(c1)OCO2)c1cc2c(s1)CS(=O)(=O)C2,0.2%,10%,2%,0.8%,i,4.0,1.1,10,0,-1%,14%
